Bioassay records from PubChem BioAssay.
CIT2 TOR yeast: modulators of TOR pathway CIT2-GFP in S. cerevisiae | S. cerevisiae CIT2-GFP strain, flow cytometry, 3 h; 100 means same as DMSO wells | GFP response vs DMSO, % at 10 µM | 0.065% of 320,000 active | AID 2029;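 active means GFP response relative to DMSO above a set limit, near the screen mean plus 3 SD, cut at about 150% in these data; inconclusive means Fewer than 70 cells measured for a yeast strain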;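 further: ratio of well median GFP fluorescence to mean of DMSO wells on the plate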
VLA-4 inh: inhibition in a human VLA-4 binding assay; VLA-4 expressing cells, ligand binding flow cytometry; inhibition, % (about 7 µM as worked out from the volumes in the protocol); 0.2% of 330,000 active; in the data active means inhibition above about 50%
AGP1-GFP MLPCN: alters AGP1-GFP fluorescence in TOR pathway yeast screen | S. cerevisiae AGP1-GFP multiplex flow cytometry, 3 h; GFP as percent of DMSO wells | GFP response vs DMSO, % at 10 µM | 0.02% of 320,000 active;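 active means GFP response relative to DMSO above a set limit, near screen average plus 3 SD, cut at about 150% in these data; inconclusive means fewer than 70 cells counted for the yeast strain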;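 further: median GFP channel fluorescence of the gated AGP1 strain per well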
CR mimetic SO: lowers age-related superoxide in aged yeast cells; S. cerevisiae aged cells, superoxide DHE fluorescence; active compounds read low; superoxide response (% of plate mean), % at 10 µM; 0.18% of 330,000 active;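 active means superoxide response under a set limit, about three screen SD below normal, cut at about 65% in these data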;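 further: yeast aged for seven days with compound at 30 °C before DHE staining; 100% = average MFI of all compound-treated wells on the plate with controls excluded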
RPL19A TOR yeast: modulators of TOR pathway RPL19A-GFP in S. cerevisiae; 0.3% of 330,000 active; AID 2025; S. cerevisiae RPL19A-GFP strain, flow cytometry, 3 h; active compounds read low; percent response vs DMSO, % at 10 µM;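 active means percent response vs DMSO below 50%; inconclusive means fewer than 70 events counted for the yeast strain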;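 further: median channel GFP fluorescence of the barcoded RPL19A-GFP strain; ratio of sample median GFP to plate DMSO average so 100% = DMSO; lower means less RPL19A-GFP as with rapamycin TOR inhibition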
MEP2 TOR yeast: alters MEP2-GFP fluorescence in TOR pathway yeast screen; S. cerevisiae MEP2-GFP strain, flow cytometry GFP, 3 h; 100% = DMSO control level; GFP response vs DMSO, % at 10 µM; 0.51% of 330,000 active; AID 2016;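 active means GFP response versus DMSO above a set limit, roughly screen mean plus 3 SD, cut at about 180% in these data; inconclusive means fewer than 70 cells counted for a yeast strain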;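 further: median GFP fluorescence of the barcode-gated MEP2-GFP cells per well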
LAP4 TOR yeast: modulators of TOR pathway LAP4-GFP in S. cerevisiae; S. cerevisiae LAP4-GFP multiplex, flow cytometry GFP, 3 h; median GFP as percent of DMSO wells; GFP response vs DMSO, % at 10 µM; 0.34% of 320,000 active; AID 2023;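 active means GFP response vs DMSO above a set limit, about the screen mean plus 3 SD, cut at about 150% in these data; inconclusive means under 70 cell events counted for the yeast strain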
GRK2 aptamer HTS: blocks RNA aptamer binding to human GRK2. inhibition of aptamer binding, % at 10 µM. AID 488847. P25098. bead flow cytometry, FAM-aptamer displacement from GRK2. 0.59% of 330,000 active;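 active means inhibition of aptamer binding above 40%, roughly 3 SD of noise, on plates passing a quality check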;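 further: median bead fluorescence of bound FAM aptamer so fluorescent compounds give negative values; no value below 0 was filed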
Target sequence (P25098 whole entry, looked up): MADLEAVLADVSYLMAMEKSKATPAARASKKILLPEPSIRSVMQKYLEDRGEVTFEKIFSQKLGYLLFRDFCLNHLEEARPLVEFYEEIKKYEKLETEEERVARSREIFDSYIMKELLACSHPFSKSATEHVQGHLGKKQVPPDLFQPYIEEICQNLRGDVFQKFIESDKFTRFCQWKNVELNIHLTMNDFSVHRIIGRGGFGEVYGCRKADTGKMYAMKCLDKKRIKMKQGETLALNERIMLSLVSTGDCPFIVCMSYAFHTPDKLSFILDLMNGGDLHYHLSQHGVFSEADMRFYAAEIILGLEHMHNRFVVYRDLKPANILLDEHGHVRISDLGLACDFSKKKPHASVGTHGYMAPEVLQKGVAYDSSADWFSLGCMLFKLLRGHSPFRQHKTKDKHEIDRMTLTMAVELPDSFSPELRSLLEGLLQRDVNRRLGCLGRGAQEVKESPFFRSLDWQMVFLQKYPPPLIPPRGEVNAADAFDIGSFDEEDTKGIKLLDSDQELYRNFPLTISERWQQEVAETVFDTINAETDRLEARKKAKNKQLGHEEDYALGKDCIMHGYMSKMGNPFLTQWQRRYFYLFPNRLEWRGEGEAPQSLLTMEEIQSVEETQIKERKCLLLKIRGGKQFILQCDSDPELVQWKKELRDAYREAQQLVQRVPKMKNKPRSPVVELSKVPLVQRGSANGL
An asterisk follows results filed as active; ? = inconclusive; [ ] = dose if it differs, or a comment. Random draw from the library; 1.7% or so of the library scored in one or more.

SMILES	CIT2 TOR yeast	VLA-4 inh	AGP1-GFP MLPCN	CR mimetic SO	RPL19A TOR yeast	MEP2 TOR yeast	LAP4 TOR yeast	GRK2 aptamer HTS
CCc1cccc2c1NC(=O)C21N2CCCC2C(C(=O)c2ccc3ccccc3c2)C12C(=O)Nc1ccccc12 (stereo unspecified)	107.0	4.1	96.9	93.3	105.7	103.8	104.5	0.0
CCOC(=O)C1CCN(C(=O)COc2ccc([N+](=O)[O-])cc2)CC1	93.3	4.4	98.1	99.7	93.3	96.1	100.4	0.0
CCCC(=O)NC1=C(C#N)C2(CCCC2)Cc2ccccc21	93.3	0.2	104.8	108.3	104.5	102.7	109.9	58.0*
Cc1onc(-c2c(F)cccc2Cl)c1C(=O)Nc1cccc(S(=O)(=O)NC2=NCCC2)c1	103.1	14.9	107.0	89.1	99.2	88.2	99.5	0.0
CN(C)CCCN(C(=O)COc1ccc(Cl)cc1)c1nc2cc3c(cc2s1)OCO3	95.3	7.7	99.9	101.9	93.1	97.2	101.4	0.0
COc1cc(OC)cc(C(=O)NC(C(=O)Nc2ccc3c(c2)OCCO3)C(C)C)c1 (stereo unspecified)	88.9	6.9	96.5	93.2	92.6	96.6	84.8	1.0
CCCNC(=O)c1ccc2c(=O)c(O)c(-c3ccc(Cl)c([N+](=O)[O-])c3)[nH]c2c1	104.2	24.6	95.1	63.6*	99.5	94.9	107.4	1.0
CCN(CC)S(=O)(=O)c1ccc(/C=C/C(=O)O)cc1	121.1	11.3	101.3	92.4	97.2	101.2	110.3	6.0
CC1CCCC(NC(=O)/C=C/c2c(F)cccc2Cl)C1C (stereo unspecified)	100.4	4.8	100.1	93.5	92.9	87.1	103.5	2.0
Clc1cccc(-c2cc3nc4c(c(NCc5ccco5)n3n2)CCCC4)c1	87.6	17.1	83.2	79.6	85.0	87.5	130.3	1.0
CC(C)CC(=O)/C(=C/c1ccc(N(C)C)cc1)n1cncn1	93.1	-62.1	98.2	76.8	101.8	103.5	102.0	2.0
Cc1cc(NC(=O)C(C)Oc2ccc(Cl)cc2Cl)no1 (stereo unspecified)	92.6	3.9	104.1	104.6	107.2	110.8	113.9	0.0
O=C(CCCn1cc([N+](=O)[O-])cn1)Nc1cccnc1	106.1	-1.3	108.4	95.0	96.5	96.6	106.0	0.0
CCN(CC)c1c(-c2ccccc2)c2cc(C)ccc2[nH]c1=O	91.5	-9.6	94.9	104.2	97.8	96.3	93.3	3.0
CN(C)c1cccc2c1c(NC(=O)Nc1ccccc1)nn2C	96.5	6.7	100.3	99.9	96.4	99.2	113.8	3.0
COc1ccc(S(=O)(=O)CC(=O)Nc2nnc(C(F)(F)F)s2)cc1	99.4	3.6	98.2	108.5	97.8	96.4	95.9	0.0
O=C(CCN1C(=O)c2cccc([N+](=O)[O-])c2C1=O)Nc1nccs1	103.6	14.5	98.4	100.5	96.8	103.3	102.1	1.0
C=CCNc1nc(N2CCCC2)nc2ccccc12	116.8	4.2	104.9	93.6	97.6	98.1	99.6	0.0
COc1ccc(NC(=O)c2c(C)nn(Cc3ccccc3)c2Cl)cc1S(=O)(=O)N1CCOCC1	95.7	-0.8	90.7	81.8	92.3	97.4	91.4	2.0
Cc1cccc(OC(C)C(=O)Nc2ccc(N3CCCCC3)cc2)c1 (stereo unspecified)	99.3	-1.4	101.8	99.4	99.1	105.7	116.6	2.0
O=C(c1cc(-c2ccccc2)nc2ccccc12)N1CCOCC1	104.3	8.7	107.4	99.2	102.9	106.9	98.1	1.0
Cc1ccc(NC(=O)CN(C)S(=O)(=O)c2cnc[nH]2)cc1C	?	0.6	?	92.6	100.4	?	115.5	1.0
CN1C(=O)CSC1=NCC12CC3CC(CC(C3)C1)C2	95.0	2.3	107.9	84.7	97.4	99.4	105.7	0.0
COc1ccccc1CN(C)C(=O)c1cc(C)nc2ccccc12	98.8	0.0	101.1	91.5	104.7	107.6	90.0	1.0
Cc1ccc2[nH]c3c(=O)n(N)c(C)nc3c2c1	94.3	-9.9	94.5	104.0	90.9	85.7	85.1	2.0

Copied from the list.
`Cc1cccc(OC(C)C(=O)Nc2ccc(N3CCCCC3)cc2)c1` (stereo unspecified) in VLA-4 inh reads -1.4
`CN(C)c1cccc2c1c(NC(=O)Nc1ccccc1)nn2C` in LAP4 TOR yeast reads 113.8
`Cc1ccc2[nH]c3c(=O)n(N)c(C)nc3c2c1` in AGP1-GFP MLPCN reads 94.5

The results go on:
SMILES	CIT2 TOR yeast	VLA-4 inh	AGP1-GFP MLPCN	CR mimetic SO	RPL19A TOR yeast	MEP2 TOR yeast	LAP4 TOR yeast	GRK2 aptamer HTS
CC1CCCCN1C(=O)c1cccc(NC2=C(Cl)C(=O)N(Cc3ccccc3)C2=O)c1 (stereo unspecified)	88.9	3.2	104.7	75.1	96.4	99.4	112.6	0.0
Cc1ccc(NC(=O)c2c(C)nn(-c3ccccc3)c2Cl)c(C)c1	78.6	5.8	87.5	97.5	90.0	95.5	101.5	0.0
COC(=O)c1c(-c2ccc(F)cc2)csc1NC(=O)C1CCCO1 (stereo unspecified)	84.0	5.5	91.0	100.7	93.8	95.1	98.9	0.0
CCOC(=O)C1(Cc2ccccc2)CCCN(C2CCCC2)C1 (stereo unspecified)	93.6	3.0	91.8	112.0	88.9	93.2	88.6	0.0
COc1ccc(C)cc1Nc1nc(N)c2ccccc2n1	107.6	-2.9	100.9	91.8	102.4	104.2	91.8	0.0
CSc1ccccc1NC(=O)c1ccc(C)o1	101.4	1.2	94.3	110.7	96.0	98.7	90.0	2.0
COc1ccc(NC(=O)C(CC(C)C)NC(=O)C2CCC(C)CC2)cc1 (stereo unspecified)	98.8	15.9	101.0	97.1	100.8	81.9	96.9	0.0
CCCn1c(NCc2ccc(N(C)C)cc2)nc2ccccc21	93.0	-0.3	94.3	97.4	99.2	100.3	102.9	0.0
Cc1c([N+](=O)[O-])c(C(=O)N2CCCC2)nn1C	106.5	5.5	103.4	102.8	101.0	104.0	107.7	1.0
CCCCN(C(=O)COc1ccc(C)cc1OC)c1c(N)n(CCC)c(=O)[nH]c1=O	101.0	4.2	102.7	104.9	91.3	100.5	110.8	6.0
COc1cc2oc(=O)ccc2cc1[C@@H](O)[C@@H]1OC(C)(C)OC1(C)C	99.4	0.0	103.6	100.1	100.0	97.1	102.6	0.0
S=C(NCc1ccncc1)Nc1ccc(Br)cc1Cl	101.3	3.5	104.4	102.0	102.7	104.1	104.3	4.0
S=C(Nc1ccccc1)N(Cc1ccccc1)Cc1ccncc1	98.2	-1.6	104.6	91.0	100.7	102.0	106.0	0.0
COc1ccccc1OCC(=O)Nc1ccc(S(=O)(=O)N2CCCC2)cc1	103.0	13.0	103.1	115.8	103.8	100.5	97.6	2.0
CCCC(=O)N1CCc2cc(OC)c(OC)cc2C1c1cc2cc3c(cc2[nH]c1=O)OCO3 (stereo unspecified)	104.7	24.5	101.8	106.6	97.2	104.6	91.2	1.0
Cc1ccccc1CSCCC(=O)NCCc1ccccc1	99.4	7.7	102.4	99.2	104.1	101.5	98.3	3.0
C[N+](C)(CCOc1ccccc1)Cc1ccccc1 (tested in a mixture with another compound)	96.6	-12.8	96.9	120.6	100.8	100.8	100.0	4.0
N#CC(c1ccc(Cl)cc1)c1nc2ccccc2nc1C(F)(F)F (stereo unspecified)	84.7	13.5	94.3	91.8	91.2	98.5	98.4	0.0
COc1cc(/C=C2\CCC(C3CCCC3)C2=O)cc(OC)c1OC (stereo unspecified)	94.9	18.1	101.3	134.3	97.4	102.7	99.9	4.0
COc1ccc(Cl)cc1N(CC(=O)Nc1cccc(SC)c1)S(C)(=O)=O	106.0	-2.4	104.4	104.2	99.2	101.9	99.1	0.0
O=C1c2ccccc2NC(c2ccc(O)cc2)N1Cc1ccco1 (stereo unspecified)	94.3	-14.9	89.7	102.2	87.5	90.0	86.6	2.0
COc1ccc(NC(=S)NNC(=O)OC(C)(C)C)cc1OC	102.7	-5.1	108.7	95.3	101.2	115.6	110.4	3.0
CN1CCN(C2CC(=O)N(c3ccc4c(c3)OCCO4)C2=O)CC1 (stereo unspecified)	93.6	-0.4	100.2	90.3	102.7	107.0	96.3	0.0
COC(=O)c1c(-c2ccc(F)cc2)csc1NC(=O)c1ccco1	93.6[may fluoresce red]	-4.4	?	97.9	89.1	?	105.9	1.0
CCOC(=O)CON1C(=O)C(=O)N(OCC(=O)OCC)C2CCCCC21 (stereo unspecified)	98.2	5.4	105.7	92.2	100.3	101.7	110.1	1.0
SMILES	CIT2 TOR yeast	VLA-4 inh	AGP1-GFP MLPCN	CR mimetic SO	RPL19A TOR yeast	MEP2 TOR yeast	LAP4 TOR yeast	GRK2 aptamer HTS
O=C1c2cccc3cc([N+](=O)[O-])cc(c23)C(=O)N1c1ccccc1O	99.9	-6.2	98.9	100.2	97.6	97.9	102.3	0.0
COCCNC(=S)NCCCNc1nc2cc3c(cc2cc1C#N)OCO3	87.0	20.2	64.0	102.3	92.8	93.9	98.7	0.0
O=C(NCCCN1CCOCC1)c1ccc(-c2ccc(Cl)cc2)o1	94.1	-15.4	91.5	129.2	97.9	91.2	91.0	0.0
CCn1c(=O)cc(OCC(=O)Nc2ccc3c(c2)OCCO3)c2ccccc21	98.8	3.9	103.5	95.1	101.2	104.8	100.0	2.0
O=C(NC1CCCC1)C(c1ccncc1)N(C(=O)c1ccco1)c1ccc(Cl)cc1 (stereo unspecified)	98.8	0.9	98.7	92.6	97.2	85.8	95.2	2.0
Cc1ccc(S(=O)(=O)Nc2ccc3c(c2)n(C)c(=O)n3C)c(C)c1	104.7	-24.4	97.2	97.5	99.2	95.7	97.6	0.0
O=S(=O)(NC(=S)c1ccccc1)c1ccc(F)cc1	108.3	-2.0	106.1	96.8	104.5	101.3	87.1	1.0
COc1ccc(C(=O)C2CCCN(C(=O)C3=CCCC3)C2)c(C)c1 (stereo unspecified)	83.2	-2.5	100.9	118.8	92.9	94.6	92.9	2.0
CCc1ncc(CN2CCCC(C(=O)Nc3cccc(-c4ccc(F)cc4)c3)C2)cn1 (stereo unspecified)	101.6	-0.7	98.2	100.7	95.4	99.1	98.1	0.0
Fc1ccc(-c2nnn(Cc3ccc(F)cc3Cl)n2)cc1	116.5	14.5	108.1	101.4	112.3	108.2	91.9	4.0
O=C(COc1ccccc1)NC(=S)Nc1cccc2cc(O)ccc12	103.5	-6.3	94.0	92.1	100.3	99.7	77.6	3.0
CCOC(=O)C1CCCN(C(=O)c2cccc([N+](=O)[O-])c2C)C1 (stereo unspecified)	103.2	-17.4	98.1	77.4	101.0	105.4	98.5	0.0
Cc1ccc(CNC(=O)COC(=O)c2cc(=O)[nH]c3ccccc23)cc1	101.0	1.4	101.8	117.7	97.7	97.2	100.0	3.0
O=C(COC(=O)c1cccnc1Cl)c1ccc(Cl)s1	95.4	6.9	96.3	100.6	96.5	93.9	101.8	0.0
O=C(COC(=O)c1cncc(Br)c1)NC12CC3CC(CC(C3)C1)C2	107.1	-7.5	101.3	108.6	98.2	108.0	99.7	0.0
COC(=O)c1ccc(C2C(C#N)=C(C)NC3=C2C(=O)CC(C)(C)C3)cc1 (stereo unspecified)	107.1	1.2	99.4	86.6	97.3	97.7	95.7	0.0

3 entries from above, sorted by the number in LAP4 TOR yeast, falling.
SMILES	CIT2 TOR yeast	VLA-4 inh	AGP1-GFP MLPCN	RPL19A TOR yeast	MEP2 TOR yeast	LAP4 TOR yeast	GRK2 aptamer HTS
Cc1c([N+](=O)[O-])c(C(=O)N2CCCC2)nn1C	106.5	5.5	103.4	101.0	104.0	107.7	1.0
C=CCNc1nc(N2CCCC2)nc2ccccc12	116.8	4.2	104.9	97.6	98.1	99.6	0.0
O=S(=O)(NC(=S)c1ccccc1)c1ccc(F)cc1	108.3	-2.0	106.1	104.5	101.3	87.1	1.0
